Source: PubChem (several laboratories)
S1P3 agonist = human S1P3 receptor agonists, primary screen, cell-based, primary and confirmation, NFAT-BLA reporter; S1P3 NFAT-BLA reporter cells, agonism, FRET ratio; relative to 1 µM S1P, basal subtracted; activation, % at 4.5 µM; actives 0.1% (n = 60,000); AID 373, 2006;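 active means activation above the screen-wide mean plus 3 SD, cut at about 4.5% in these data, passing the limit was not always enough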; further: some compounds called inactive have numbers as strong as hits
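Benchmarks: high control 1 µM S1P / System: stable CHO line with human S1P3, Gα16, NFAT-BLA reporter / Dosing: single compound concentration, 4.5 µM final / Timing: 4 h compound at 37 °C, 2 h substrate at RT / Measured by: FRET β-lactamase substrate fluorescence, excitation 405 nm, 460/535 nm emission ratio, background-subtracted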
Ec RNAP inh = E. coli RNAP inhibitors, biochemical; DNA-directed RNA polymerase subunit beta (Escherichia coli (strain K12)), P0A8V2; E. coli RNA polymerase, fluorescence transcription assay; inhibition, %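 (tested at 10 µM)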; actives 0.2% (n = 62,000); in the data active means inhibition above about 20%;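 further: 0% = enzyme without compound and 100% = no enzyme blank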
TNAP act DEA = human TNAP enzyme activators, primary screen, biochemical, luminescent, intermediate phosphate acceptor level; 64,000 tested, under 10 active; Alkaline phosphatase, tissue-nonspecific isozyme (Homo sapiens), P05186; purified TNAP, CDP-star luminescence, 100 mM DEA, 30 min; hits give high values; scale: 0 levamisole-inhibited, 1 vehicle-only enzyme; AID 813, 2007; activation factor at 20 µM;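 active means activation factor of at least 2 at 20 µM, relative to controls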
D1 allo mod = D1 CRE-luciferase signal change, two-sided – cell-based, HEK293 D1, dopamine EC30, D1 allosteric modulator project, primary screen; D(1A) dopamine receptor (Homo sapiens), P21728; dopamine EC30 potentiation; actives deviate in either direction; B-score at 10 µM; actives 5.9% (n = 58,000); AID 641, 2007;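 active means luminescence count or its row- and column-corrected plate score outside the 99.7% band of the plate's sample wells, on either side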
HEK293 NFkB inh = inhibitors of PMA/ionomycin-induced NF-kB reporter, primary screen, antigen receptor NF-kB inhibitor project, cell-based, HEK-293 luciferase reporter, luminescence; HEK-293 NF-kB luciferase reporter; inhibition, % at 3 µM; actives 0.21% (n = 62,000);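 active means inhibition above the mean of all tested compounds plus 3 SD, cut at about 40% in these data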;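 further: 0% = stimulated DMSO wells and 100% = 10 µM reference inhibitor 5653914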
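Signal: luciferase luminescence; Material: HEK-293 cells with stable firefly luciferase reporter driven by four HIV NF-kB elements; Probe or stimulus: PMA with ionomycin; Replication: tested once; Times: 1 h compound pretreatment, then 16 h stimulation at 37 °C, 5% CO2; Benchmarks: DMSO and 10 µM reference inhibitor; Evaluation: per-plate % inhibition versus controls.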
M1 agonist = M1 muscarinic receptor agonists, primary screen, CHO-M1 cells, Fluo-4 calcium, agonist mode; actives 3% (n = 64,000); AID 626, 2007; B-score at 10 µM; Muscarinic acetylcholine receptor M1; Fluo-4 calcium fluorescence; hits give high values;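 active means fluorescence rise, raw or as B-score row- and column-corrected plate score, outside the 99.7% band of its plate's samples, either direction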
Jurkat viability = cytotoxicity toward Jurkat T cells, primary screen, cytotoxicity control, cell-based, Jurkat E6.1, 60K MLSMR library | AID 463, 2006 | Jurkat E6.1 viability, ATP luminescence, 48 h | actives 1.2% (n = 56,000) | inhibition, % at 4 µM;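 active means inhibition above the mean inhibition of all tested compounds plus 3 SD, cut at about 28% in these data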
M1 antag = antagonists of rat M1 muscarinic receptor; Muscarinic acetylcholine receptor M1 (Rattus norvegicus), P08482; B-score at 10 µM; CHO-M1 cells, Fluo-4 calcium, ACh EC80 antagonist mode; hits give low values; actives 3.4% (n = 64,000);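 active means calcium fluorescence response, raw or row-and-column corrected B-score, differing from the plate sample mean either way at a set confidence level, mostly lower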
S1P1 ag-PAM = S1P1 agonists and agonism potentiators, primary screen, cell-based, primary and confirmation screens, CRE-bla reporter; S1P1 CRE-bla cells, forskolin, beta-lactamase FRET, potentiator mode; S1P1 agonist co-added at EC20, 2 nM; 100% = saturating reference agonist, 0% = basal; activation, % at 9.5 µM; actives 0.57% (n = 56,000);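 active means activation above a cutoff set at the mean activation of all tested compounds plus 3 SD, cut at about 54% in these data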;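 further: forskolin at 4 µM as EC80 and the EC20 agonist is SEW2871; 100% = SEW2871 at its EC100 plus forskolin at EC80; some compounds past the cut are filed as inactive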
Numbers without * were called inactive; · = no result given. This is a random part of the collection; any-hit rate near 12%.

No.	compound	HEK293 NFkB inh	TNAP act DEA	Ec RNAP inh	M1 agonist	D1 allo mod
1	COc1ccc(-c2cc(C(F)(F)F)nc(SCCC(=O)Nc3cc(C)on3)n2)cc1	-0.2	·	·	1.74	-0.797
2	O=c1cc(C23CC4CC(CC(C4)C2)C3)[nH][nH]1	12.6	0.8	9.9	-0.206	0.214
3	CCOc1ccccc1NC(=O)CCCc1nc2ccccc2c(=O)[nH]1	4.9	0.9	6.3	0.487	-0.0401
4	O=C1CCN2C=Nc3cccc4ccc1c2c34	15.4	1.1	2.2	493*	·
5	O=C(c1ccco1)N1CCCSC1=Nc1ccccc1	10.3	0.9	-0.6	-1.24	0.388
6	COc1ccc2[nH]c(=O)c(CN(Cc3nnnn3Cc3ccco3)C3CCCCC3)cc2c1	21.7	0.8	6.3	0.968	·
7	CCOc1ccccc1N1CCN(CC(O)COc2ccc3c(C)cc(=O)oc3c2)CC1 (configuration not stated)	14.5	1	4.9	1.11	·
8	O=S(=O)(NCC(c1ccccc1)N1CCNCC1)c1ccc(Cl)cc1 (configuration not stated)	12.3	1	11.7	-1.02	-0.638
9	COc1ccccc1-c1noc(-c2ccccc2C(=O)Nc2ccccc2)n1	20.6	0.9	7.5	0.233	-1.04
10	O=C(CSc1ccccc1)NCc1cccnc1	15.1	0.8	7.0	1.36	·

No.	S1P1 ag-PAM	S1P3 agonist	Jurkat viability	M1 antag
1	-25.0	-1.4	3.8	-0.404
2	·	-1.1	-9.7	-1.08
3	2.8	-1.6	3.4	-0.163
4	20.1	-1.5	9.1	-10.9*
5	2.3	-0.1	0.1	-0.0192
6	-9.1	-1.3	2.7	-0.14
7	·	·	·	-1.53*
8	-13.9	0.3	2.0	-0.0276
9	-0.7	-0.5	-0.4	0.22
10	·	·	·	1.74

Going on with the list:
No.	compound	HEK293 NFkB inh	TNAP act DEA	Ec RNAP inh	M1 agonist	D1 allo mod
11	O=C1CCC(=O)N1OCCCCOc1ccccc1	2.3	1	13.3	0.594	0.771
12	COc1ccc2[nH]cc(C(=O)CN3CCC(C)CC3)c2c1	-4.0	0.9	1.1	-0.0759	0.0482
13	COCCNC(=O)C(c1ccc(Cl)cc1)N(C(=O)CCC(=O)Nc1ccccn1)C1CCCC1 (configuration not stated)	17.3	1	7.0	-0.0424	-0.677
14	CC(=O)c1cccc(-n2nnnc2SCC(=O)Nc2ccccc2N2CCCCC2)c1	22.2	1	0.4	0.967	-1.24
15	O=S(=O)(Cc1ccccc1)N1CCCC(c2nc(-c3ccc(F)cc3)no2)C1 (configuration not stated)	9.7	0.9	0.0	0.303	-0.00225
16	CCOc1ccc(C(=O)NCCN(C)C)cc1	2.1	0.9	8.0	-0.314	·
17	CCOCCn1c(N2CCN(c3ccc(OC)cc3)CC2)nc2c1c(=O)[nH]c(=O)n2C	21.3	1	11.0	-0.359	-0.43
18	Nc1n[nH]c(-c2ccccc2)c1-c1ccccc1	7.7	0.9	5.1	-0.183	1.18
19	Cc1ccc(NC(=O)CS(=O)CC(=O)Nc2ccc(N3CCOCC3)cc2)cc1Cl (configuration not stated)	17.4	1	-8.2	-0.395	·
20	COc1ccc(-c2nc3c(Br)c(N)c(Br)cc3o2)cc1	·	0.9	2.7	-0.495	·

No.	S1P1 ag-PAM	S1P3 agonist	Jurkat viability	M1 antag
11	-13.8	1.0	-1.1	0.174
12	4.3	-0.1	-3.2	-0.726
13	4.5	-0.9	0.5	0.118
14	-8.6	-1.3	6.6	-0.603
15	9.2	0.2	-1.6	0.0892
16	·	-0.5	2.2	0.861
17	3.6	-0.4	-3.3	0.791
18	-1.1	-1.1	-9.1	0.00826
19	-6.8	-0.5	8.4	1.19
20	42.8	-3.1	·	0.409

Not a retest: 3 of the compounds above.
No.	compound	HEK293 NFkB inh	TNAP act DEA	Ec RNAP inh	M1 agonist	D1 allo mod
18	Nc1n[nH]c(-c2ccccc2)c1-c1ccccc1	7.7	0.9	5.1	-0.183	1.18
19	Cc1ccc(NC(=O)CS(=O)CC(=O)Nc2ccc(N3CCOCC3)cc2)cc1Cl (configuration not stated)	17.4	1	-8.2	-0.395	·
20	COc1ccc(-c2nc3c(Br)c(N)c(Br)cc3o2)cc1	·	0.9	2.7	-0.495	·

No.	S1P1 ag-PAM	S1P3 agonist	Jurkat viability	M1 antag
18	-1.1	-1.1	-9.1	0.00826
19	-6.8	-0.5	8.4	1.19
20	42.8	-3.1	·	0.409

More entries follow:
No.	compound	HEK293 NFkB inh	TNAP act DEA	Ec RNAP inh	M1 agonist	D1 allo mod
21	Cc1ccc(S(=O)(=O)N2C(=O)CCC2C(=O)Nc2ccc3c(c2)OCCO3)cc1 (configuration not stated)	18.8	1	1.9	0.00161	-0.213
22	CCCC(=O)NCCc1cc2cc(C)c(C)cc2[nH]c1=O	-9.8	·	·	-0.0407	-0.759
23	c1cc(-n2cnnn2)ccc1NC1=NCCC1	21.9	1.1	-3.1	-1.13	0.247
24	COc1ccc(S(=O)(=O)Nc2ccc(S(=O)(=O)Nc3nc(C)cc(C)n3)cc2)cc1OC	18.4	0.9	9.5	-0.418	0.278
25	Nc1nc(C2C(=O)CCCC2=O)cs1	15.0	0.9	-4.8	-0.181	-0.122
26	COc1ccc2c(=O)c(N3C(=O)c4ccccc4C3=O)c(C)oc2c1	6.9	0.9	3.8	-0.849	2.3
27	COC(=O)C1=C(C)NC2=C(C(=O)CCC2)C1c1coc2ccccc2c1=O (configuration not stated)	-2.3	0.9	2.5	-1.7	-1.04
28	CCCCOc1ccccc1C(=O)NCCCCCC(=O)O	·	0.8	4.8	0.507	·
29	Cn1c(=O)c2c(nc(NC3CCCCC3)n2Cc2ccccc2)n(C)c1=O	10.4	1	5.9	-0.00338	1.7
30	NC(CSC12CC3CC(CC(C3)C1)C2)C(=O)O (configuration not stated)	14.2	0.9	4.3	-0.413	0.395

No.	S1P1 ag-PAM	S1P3 agonist	Jurkat viability	M1 antag
21	2.2	-1.0	-3.1	-0.376
22	-17.4	-0.9	-4.9	-0.0768
23	11.9	-1.2	4.8	-0.406
24	-2.9	-1.1	-3.3	-0.115
25	-30.3	-0.6	-3.8	0.00145
26	·	0.0	-4.7	0.335
27	·	-0.1	-7.4	-1.3
28	3.1	-1.6	·	0.503
29	11.2	-1.3	5.9	-0.577
30	-3.5	0.0	-4.4	0.832

The list continues.
No.	compound	HEK293 NFkB inh	TNAP act DEA	Ec RNAP inh	M1 agonist	D1 allo mod
31	CCOc1ccc(N2C(=O)NC(Cc3c[nH]c4ccccc34)C2=O)cc1 (configuration not stated)	6.3	0.9	·	·	-0.206
32	O=C(CSc1cccc2cccnc12)N1CCCC1	13.5	0.9	5.8	1.71	-0.168
33	Cc1[nH]nc2c1C(c1ccc(OC(=O)c3ccco3)cc1)C(C#N)=C(N)O2 (configuration not stated)	6.7	0.8	4.3	-0.178	-0.0454
34	CCOc1ccccc1NC(=O)CSc1nnc(CNC(=O)COc2ccc(Cl)cc2)o1	12.9	1	0.7	-0.905	0.829
35	COc1ccc(C)cc1-n1nnnc1SCC(=O)c1ccc2c(c1)OCCO2	5.9	0.9	9.7	-1.1	·
36	O=C(NCCO)c1ccc2c(c1)S(=O)(=O)c1ccccc1C2=O	20.6	0.9	1.3	-0.217	0.592
37	c1ccc(-n2cnnc2SCc2cn3ccsc3n2)cc1	18.2	0.9	11.5	-0.566	0.126
38	O=C(Cn1cnc2c(nnn2Cc2ccc(Cl)cc2)c1=O)N1CCN(c2ccccc2)CC1	5.8	0.9	5.1	-0.679	·
39	Cc1ccc(-c2c(C)c(-c3ccc(F)cc3)nc(N)c2C#N)o1	10.0	0.9	·	·	0.651
40	Cc1cc(NC(=O)CSc2ncn(-c3ccccc3)n2)no1	11.8	0.9	·	0.21	-0.0641

No.	S1P1 ag-PAM	S1P3 agonist	Jurkat viability	M1 antag
31	-10.3	0.3	-2.8	·
32	46.2	-0.5	1.2	0.424
33	2.1	-0.6	8.7	-1.9
34	-1.7	0.1	8.6	-0.436
35	15.4	-0.2	5.3	0.952
36	-24.2	0.2	4.0	0.139
37	-4.4	-0.8	-0.6	0.381
38	-20.1	-0.7	6.0	-0.268
39	-56.6	0.2	-5.7	·
40	24.3	-0.1	0.4	0.554

Additional compounds.
No.	compound	HEK293 NFkB inh	TNAP act DEA	Ec RNAP inh	M1 agonist	D1 allo mod
41	O=C(CSc1ncnc2c1oc1ccccc12)NCC1CCCO1 (configuration not stated)	-2.0	·	·	0.577	0.721
42	CNC(=O)CCc1nc(-c2ccc(C(C)(C)C)cc2)no1	69.8*	0.9	6.3	-0.0533	·
43	CC(=O)Nc1ccc(N/C=C/C(=O)c2ccco2)cc1	-7.4	0.9	5.2	0.48	-1.78
44	Cc1cccc2nc(CSc3nncn3-c3ccccc3)cn12	13.2	0.9	8.2	-0.0393	1.5
45	Cc1cccc(C)c1NC(=O)CSCCO	4.4	0.9	7.9	-0.121	-0.301
46	COc1ccccc1C1CC(c2ccc(F)cc2)Nc2ncnn21 (configuration not stated)	-4.4	1	3.0	0.0168	0.157
47	CC(C)(C)c1csc(NC(=O)Cn2c(=O)oc3ccccc32)n1	13.7	0.9	4.1	-1.21	·
48	O=C(C1CCCCC1)N1CCN=C1SCc1cccnc1	-1.9	0.9	3.3	0.0276	0.201

No.	S1P1 ag-PAM	S1P3 agonist	Jurkat viability	M1 antag
41	-18.8	-1.2	6.9	0.371
42	-13.9	-0.7	-5.3	-0.488
43	1.8	-0.8	1.3	-1.38
44	-0.9	-0.1	-4.3	0.0658
45	-4.4	-1.8	2.2	0.207
46	-5.2	-0.2	-2.8	-1.81
47	10.7	-0.1	1.6	-1.36
48	8.6	-1.4	11.7	0.313
